Compound activity from PubChem BioAssay.
MCF10A rerep: inducers of DNA re-replication in MCF 10A breast cells; 350,000 compounds, 2.9% hits; Potency, µM (titrated, usually from 46.1 µM), without a hit: top-dose activity, positive = re-replication, most hits filed as activators; MCF 10A DNA re-replication, Hoechst nuclear intensity, 48 h; further: potency means the concentration at half of the fitted maximal effect; % of control where 0% means no effect; nearly all actives have a fitted effect of over 50% in size
Nrf2 ARE act: activates Nrf2 signaling; Potency, µM (top dose mostly 46.1 µM), inactives show top-dose activation, most hits filed as activators; AREc32 ARE-luciferase reporter (MCF7-derived line), luminescence, 24 h; 410,000 compounds, 0.31% hits; AID 624171; further: potency means the concentration at half of the fitted maximal effect; % of control where 0% means no effect; nearly all actives have a fitted effect of over 65% in size
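Each well held 1000 AREc32 cells, which were incubated with compound for 24 hr at 37 deg C after overnight attachment, and ARE reporter activity was quantified by firefly luciferase luminescence.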
A549 viability: counter-screen for Nrf2 inhibitors: cytotoxicity in A549 cells; A549 ARE-Fluc cells, CellTiter-Fluor viability, 18-24 h; Potency, µM (highest dose often 46 µM), without a hit: at the highest dose activity change, negative = cytotoxicity, usual class: inhibitors; 390,000 compounds, 0.16% hits; further: potency means the concentration at half of the fitted maximal effect; on the % scale 0 is the no-effect control and ±100 the full control effect
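A549 ARE_Fluc cells in 5% FBS OPTI-MEM were exposed to compounds in concentration-response for 18-24 h at 37 deg C. Viability was read by CellTiter-Fluor fluorescence (Ex 405/Em 525) after 30 min, before the luciferase read.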
HepG2 viability: kills HepG2 cells in TGF-b inhibitor counter-screen | HepG2 CAGA-GFP viability, ATP luminescence, 18 h | Potency, µM (doses to about 46.1 µM), inactives show at the highest dose activity change, negative = cytotoxicity, most hits filed as cytotoxic | 410,000 compounds, 0.76% hits; further: potency means the concentration at half of the fitted maximal effect; some results filed as inactive show a strong effect at the top dose
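HepG2 CAGA-GFP cells (1000/well, DMEM with 1% FBS) received compound, then TGF-beta at 500 pg/mL final, and were incubated 18 hours at 37 degrees C. Viability was read by CellTiter-Glo luminescence. Media-only wells were set as complete cell-killing and DMSO as no toxicity.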
Nrf2 inh: inhibitors of Nrf2 signaling. AID 504444. A549 ARE-Fluc reporter, luciferase luminescence, 18-24 h. 360,000 compounds, 2.1% hits. Potency, µM (series often up to 46 µM), for the others: at the highest dose activity change, negative = inhibition, most hits filed as inhibitors; further: potency means the concentration at half of the fitted maximal effect; on the % scale 0 is the no-effect control and ±100 the full control effect; nearly all actives have a fitted effect of over 60% in size
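Quantitative HTS in A549 cells stably bearing an antioxidant response element-firefly luciferase construct. Inhibition of Nrf2-driven transcription was scored by luminescence after 18-24 h of compound exposure at 37 °C.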
IL-1B inflam inh: inhibitors of inflammasome signaling (IL-1 beta secretion); THP-1 LPS/ATP IL-1B secretion, AlphaLISA, 16 h; stronger effect = lower value; activity change, % at 57.5 µM; 360,000 compounds, 4.7% hits; AID 743279; in the data active means activity change below about -50%; inconclusive means mostly about -30% to -49%; further: on the % scale 0 is the no-effect control and ±100 the full control effect
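Secreted IL-1B measured by AlphaLISA bead assay after 16 h compound exposure of THP-1 cells; compounds (final up to 57.5 uM) added 1 h before LPS (250 ng/mL) and ATP (1.25 mM) stimulation; lower signal means less secretion.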
ATXN2 expr inh: ATXN2 expression inhibition; AID 1745845; 360,000 compounds, 0.72% hits; Potency, µM (doses to about 57 µM), for inactives: at the top dose activity change, negative = inhibition, hits mostly inhibitors; HEK-293 ATXN2-luciferase reporter, luminescence, 24 h; further: potency means the concentration at half of the fitted maximal effect; on the % scale 0 is the no-effect control and ±100 the full control effect; nearly all actives have a fitted effect of over 55% in size
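ATXN2-luciferase reporter cells (luciferase flanked by upstream and downstream ATXN2 gene portions) were treated 24 h at 37 °C with compounds at up to 57 uM. SteadyGlo luminescence gave expression; GF-AFC fluorescence gave viability.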
TGFb SMAD3 inh: blocks TGF-b signaling; HepG2 CAGA-GFP TGF-b/SMAD3 reporter, GFP fluorescence, 18 h; TGF-beta stimulated, 500 pg/mL final; 410,000 compounds, 1.2% hits; AID 588855; Potency, µM (doses to about 46.1 µM), without a hit: at the highest dose activity, negative = inhibition, hits mostly inhibitors; further: potency means the concentration at half of the fitted maximal effect; on the % scale 0 is the no-effect control and ±100 the full control effect; nearly all actives have a fitted effect of over 65% in size
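Smad-responsive CAGA-GFP expression was quantified in HEPG2 cells exposed to compounds and 500 pg/mL final TGF-beta for 18 h at 37 degrees C; unstimulated wells defined full inhibition.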
S2 tox: reduces viability in counter-screen for ATXN expression inhibitors; S2 cells (HEK-293 line with an ATXN2-luciferase reporter) viability, CellTiter-Fluor protease fluorescence, 24 h; Potency, µM (highest dose often 56.7 µM), actives largely listed as cytotoxic; 400,000 compounds, 0.49% hits; AID 651635; further: potency means the concentration at half of the fitted maximal effect; nearly all actives have a fitted effect of over 40% in size
Starred values were filed as active, the others as inactive; i = inactive; u = inconclusive; x = no result given; & = joins results of further samples; [ ] = dose if it differs, or a comment. Unless noted, the call rests on the fitted dose curve; in most records, active means well fitted curve in the direction sought with a large enough effect; inconclusive means small, poorly fitted or top-dose-only effect, or another doubt; inactive means no such curve, though single readings can be large; an effect the other way counts as inactive or inconclusive. Compounds as they come; any-hit rate near 8.8%.

SMILES	MCF10A rerep	Nrf2 ARE act	A549 viability	HepG2 viability	Nrf2 inh	IL-1B inflam inh	ATXN2 expr inh	TGFb SMAD3 inh	S2 tox
COC(=O)c1ccccc1-c1ccc(C(c2c(C)[nH][nH]c2=O)c2c(C)[nH][nH]c2=O)o1	14µM*	u	2%	-10%	u	u	-30%	-3%	i
CC(C)CCN1CCN(Cc2ccc(N3CCNC3=O)cc2)CC1CCO (stereo unspecified)	-1%	0.8%	-7%	-35%	1%	-2	x	-11%	i
O=C(CCc1ccccc1)Nc1ccc(N2CCOCC2)cc1	-1%	-0.5%	-3%	-11%	u	10	20%	5%	i
O=C(c1cc2ccc3cccnc3c2[nH]1)N1CCN(c2cccc(C(F)(F)F)c2)CC1	x	-0.2%	-6%	-12%	u	x	x	-6%	x
O=c1c2ccccc2n(Cc2ccc(F)cc2)c(=O)n1C1CCCC1	u	-0.2%	5%	-16%	x	2	-15%	u	i
Cc1ccccc1NC(=O)c1ccno1	1%	0.2%	5%	3%	4%	-11	-9%	-4%	i
COC(=O)C(C)n1cnc2c(nnn2-c2ccccc2)c1=O (stereo unspecified)	15%	0.2%	-8%	-15%	7%	-3	5%	-20%	i
CCSc1ccc2c(c1)N(CCCN1CCN(C)CC1)c1ccccc1S2	u	5.8%	9%	-84%	-4%	-57*	1%	u	i
CCCCCCCCSc1nnc2[nH]c(=O)cc(N)n12	u	0.4%	1%	-120%	25%	-7	0%	0%	i
COc1ccc(-c2oc3ccccc3c2C(=O)OCc2ccccc2OC)cc1	-1%	-0.4%	5%	-12%	5%	11	-4%	-21%	i
CCOc1ccc(NC(=O)Cn2nc(C(N)=O)c3ccccc3c2=O)cc1S(=O)(=O)N1CCCC1	-9%	0.2%	6%	-1%	6%	22	3%	-11%	i
CCn1c(SCC(=O)OCC(=O)N2c3ccccc3NC(=O)C2(C)C)nnc1-c1ccco1	1%	0.1%	-11%	11%	-10%	-3	-14%	8%	i
CN(c1ccccc1)S(=O)(=O)c1ccc(NC(=O)c2ccc(F)cc2)cc1	u	6.0%	1%	2%	-15%	-86*	20%	u	i
COc1ccc(NC(=O)Nc2ccc3c(c2)CCC3)c(OC)c1	-1%	-0.3%	11%	6%	4%	-15	-23%	-1%	i
COc1cc(OC)cc(C(=O)NC(=S)Nc2nnn(C)n2)c1	1%	0.1%	1%	-1%	-9%	0	-8%	23%	i
Cc1c(S(=O)(=O)N2CCc3ccccc3C2)c(=O)n(C)c(=O)n1C	-9%	0.5%	0%	6%	0%	-12	-1%	0%	i
N#Cc1ccccc1NC(=O)CSc1nnc(-c2ccc(F)cc2)n1-c1ccccc1	u	0.7%	2%	5%	x	-17	-13%	32%	i
Cc1cc(C(=O)NNC(=S)NC(=O)/C=C/c2ccccc2Cl)n[nH]1	u	u	-2%	-70%	u	-4	-22%	u	i
CCN1CCN(S(=O)(=O)c2ccc(Cl)c(C(=O)N(C)Cc3ccc(F)cc3)c2)CC1	15%	-0.2%	1%	-14%	2%	-5	-9%	-6%	i
CCc1ccc(NC(=O)CSc2ccccn2)cc1	-6%	4.8%	0%	-22%	10%	3	47%[activator]	17%	i
Cc1noc(C)c1CSCC(=O)N(C)CC(=O)Nc1ccc(Cl)cc1	-26%	1.9%	-1%	-15%	-9%	44	-8%	-3%	i
Cc1ccc(OCc2cc(C(=O)N(C)CCc3ccccc3)no2)cc1C	u	-0.2%	12%	-28%	u	-10	37%[activator]	-4%	i
COc1ccc2[nH]c3c(NCc4ccco4)ncnc3c2c1	u	3.2µM*	7%&-1%	-7%&-9%	u	0	-18%	-14%&23%	i
CCOC(=O)CS(=O)(=O)c1ccc(C(F)(F)F)cn1	-3%	2.2%	0%	8%	x	26	13%	-5%	i
Cc1nc2c(c(C)nn2-c2ccccc2)c(C)c1CCC(=O)Nc1ccc(F)cc1	x	-1.0%	-5%	-3%	u	x	-2%	-1%	u
O=c1[nH]c2cc3c(cc2cc1C(c1nnnn1C1CCCC1)N1CCCc2ccccc21)OCCO3 (stereo unspecified)	3%	0.0%	13%	-23%	u	1	-1%	-24%	i
CC(C)(C)Nc1c([N+](=O)[O-])c(=O)sc2ccccc12	u	-0.3%	-3%	-17%	-5%	-17	5%	0%	i
CCc1nnc(NC(=O)c2ccc3c(=O)n4c(nc3c2)CCCCC4)s1	0%	2.4%	-3%	-11%	7%	-11	18%	0%	i
COc1ccc2c(c1OC)C(=O)N(c1cccc(/C=C/C(=O)O)c1)C2	-10%	0.0%	-4%	-32%	16µM*	13	-33%	0%	i
O=C(COC(=O)CC1c2ccccc2CCN1S(=O)(=O)c1ccc(F)cc1)Nc1ccccc1 (stereo unspecified)	-8%	0.0%	1%	2%	2%	7	-1%	-2%	i
C/C(=N\NC(=O)c1cc(C(C)C)[nH]n1)c1ccco1	-4%	0.1%	1%	-14%	8%	18	u	-12%	i
Cc1ccccc1-c1nc(S(=O)(=O)c2ccccc2)c(N2CCCC2)o1	-1%	2.0%	2%	4%	-11%	1	x	25%	i
CCOCCCNC(=O)c1ccc(CN2CCc3ccccc3C2)cc1	x	1.0%	x	-16%	x	39	x	-15%	u
CCCc1nc2sc3c(c2c(=O)n1NC(=O)CCC(=O)O)CCCC3	1%	-0.3%	15%	8%	7%	-3	2%	11%	i
CCOC(=O)CSC1=C(C#N)C(C)C2=C(CCCC2=O)N1 (stereo unspecified)	u	-0.2%	0%	6%	12%	-6	7%	-8%	i
CC(C)(C)NS(=O)(=O)c1ccc(CCC(=O)N2CCOCC2)cc1	0%	-0.4%	-7%	-1%	8%	18	25%	-20%	i
COc1ccc(N2C(=O)CS/C2=N\C(=S)Nc2ccccc2)cc1	2%	4.3%	-10%	-1%	-7%	31	-12%	u	i
Cc1nn(C)c(C)c1S(=O)(=O)N1CCC(C(=O)NCCC2=CCCCC2)CC1	0%	-0.7%	1%	0%	-23%	36	-11%	6%	i
CCCN(Cc1nnc(-c2ccccc2Cl)o1)C(=O)COc1ccc(Cl)cc1	7%	0.8%	-4%	-9%	-7%	-10	3%	-11%	u
COc1ccc(CNC(=O)C2CCN(S(=O)(=O)c3ccc4c(c3)CC(C)N4C(=O)C3CC3)CC2)cc1 (stereo unspecified)	10%	0.5%	-3%	-3%	u	-6	-10%	-27%	i

Record cards, as listed above.
COc1ccc(CNC(=O)C2CCN(S(=O)(=O)c3ccc4c(c3)CC(C)N4C(=O)C3CC3)CC2)cc1 (stereo unspecified) is listed with MCF10A rerep: 10%; Nrf2 ARE act: 0.5%; A549 viability: -3%; HepG2 viability: -3%; Nrf2 inh: u; IL-1B inflam inh: -6; ATXN2 expr inh: -10%; TGFb SMAD3 inh: -27%; S2 tox: i
COc1ccc2c(c1OC)C(=O)N(c1cccc(/C=C/C(=O)O)c1)C2 is listed with MCF10A rerep: -10%; Nrf2 ARE act: 0.0%; A549 viability: -4%; HepG2 viability: -32%; Nrf2 inh: 16µM*; IL-1B inflam inh: 13; ATXN2 expr inh: -33%; TGFb SMAD3 inh: 0%; S2 tox: i

Ordered by value in TGFb SMAD3 inh (highest first): 6 of the compounds above
Molecule,Nrf2 ARE act,Nrf2 inh,IL-1B inflam inh,TGFb SMAD3 inh
Cc1nc2c(c(C)nn2-c2ccccc2)c(C)c1CCC(=O)Nc1ccc(F)cc1,-1.0%,u,x,-1%
Cc1noc(C)c1CSCC(=O)N(C)CC(=O)Nc1ccc(Cl)cc1,1.9%,-9%,44,-3%
CCOC(=O)CSC1=C(C#N)C(C)C2=C(CCCC2=O)N1 (stereo unspecified),-0.2%,12%,-6,-8%
CC(C)CCN1CCN(Cc2ccc(N3CCNC3=O)cc2)CC1CCO (stereo unspecified),0.8%,1%,-2,-11%
CC(C)(C)NS(=O)(=O)c1ccc(CCC(=O)N2CCOCC2)cc1,-0.4%,8%,18,-20%
O=c1[nH]c2cc3c(cc2cc1C(c1nnnn1C1CCCC1)N1CCCc2ccccc21)OCCO3 (stereo unspecified),0.0%,u,1,-24%

Next section:
SMILES	MCF10A rerep	Nrf2 ARE act	A549 viability	HepG2 viability	Nrf2 inh	IL-1B inflam inh	ATXN2 expr inh	TGFb SMAD3 inh	S2 tox
COc1ccc(-c2nn(-c3ccccc3)cc2/C=N/n2cnnc2)cc1OC	-14%	3.3%	2%	-21%	-18%	u	2%	10%	u
CCOc1ccc(-c2csc(N)c2C(=O)OC)cc1	-4%	-0.8%	-3%	-15%	-3%	-14	-1%	5%	u
N#Cc1ccc(-c2nc3ccc(Cl)cn3c2Cc2ccccc2C(F)(F)F)cc1	x	4.3%	x	-19%	x	-16	12%	u	i
COc1cc(SC)ccc1C(=O)Nc1cccc(C)n1	u	1.2%	4%	-7%	u	-70*	9%	-14%	i
Cc1cc(=O)n(Cc2ccc(F)cc2Cl)c2c1c(C)nn2-c1ccccc1	x	-0.8%	2%	-2%	12%	x	-7%	1%	i
O/N=C/c1cn(-c2ccccc2)nc1-c1ccc2c(c1)OCCO2	16%	-0.4%	u	-33%	25%	-88*	27%	2%	i
